TcdB inh – TcdB glycohydrolase inhibitors, primary screen, biochemical, single point, plate reader | Toxin B (Clostridioides difficile), P18177 | actives 0.24% (n = 350,000) | inhibition, % at 9.99 µM | TcdB glycohydrolase enzymatic assay; in the data active means inhibition above about 10%
The depositor's hits bear a star. Some of the compounds tested; count on the stated rates, not on these rows.

SMILES | TcdB inh
CC(=O)N1CCCCN2[C@H](CO)[C@@H](c3ccc(-c4cccc(C)c4)cc3)[C@@H]2C1 | 0.9
CO[C@@H]1CN(C)C(=O)c2ccc(NS(C)(=O)=O)cc2OC[C@H](C)N(CC2CCCCC2)C[C@H]1C | -0.7
C[C@@H]1CCCCO[C@H](CN(C)S(=O)(=O)c2cccs2)[C@@H](C)CN([C@@H](C)CO)C(=O)c2cc(NC(=O)c3ccncc3)ccc2O1 | 0.7
CC(=O)N(C)C[C@@H]1Oc2ncc(/C=C/c3ccccc3)cc2C(=O)N([C@H](C)CO)C[C@H]1C | -0.1
COCC#Cc1ccc2c(c1)O[C@@H](CN(C)S(=O)(=O)c1ccc(F)cc1)[C@@H](C)CN([C@@H](C)CO)S2(=O)=O | -0.2
O=C(C[C@H]1C=C[C@H](NS(=O)(=O)c2ccc(F)cc2)[C@@H](CO)O1)NC1CCCCC1 | -0.2
C[C@@H]1CN([C@H](C)CO)C(=O)Cc2cc(NS(=O)(=O)c3ccccc3)ccc2O[C@H]1CN(C)C(=O)Nc1ccc(C(F)(F)F)cc1 | -6.3
C[C@H]1CN([C@@H](C)CO)C(=O)c2cc(N(C)C)ccc2O[C@@H]1CN(C)Cc1ccncc1 | -2.6
C[C@@H]1CN([C@H](C)CO)C(=O)Cc2cc(NS(C)(=O)=O)ccc2O[C@H]1CN(C)C(=O)Nc1cccc2ccccc12 | 0.4
CCCC#Cc1cnc2c(c1)C(=O)N([C@H](C)CO)C[C@@H](C)[C@@H](CN(C)S(=O)(=O)c1cccc(OC)c1)O2 | 2.4
CCCNC(=O)C[C@@H]1CC[C@H]2[C@H](COc3ccc(NC(=O)c4cccs4)cc3C(=O)N2C)O1 | 0.1
COCC(=O)N(C)C[C@@H]1Oc2cc(-c3cccc(F)c3)ccc2S(=O)(=O)N([C@@H](C)CO)C[C@@H]1C | 0.2
CN(C[C@@H]1N[C@H](CO)[C@@H]1c1ccc(-c2cccc(F)c2)cc1)C(=O)C1CCC1 | -1.1
Cn1cnc(S(=O)(=O)N2CCCCN3[C@@H](CO)[C@H](c4ccc(C5=CCCC5)cc4)[C@@H]3C2)c1 | -4.9
COc1ccc2c3c(n(C)c2c1)[C@H](CO)NCC31CN(Cc2ccc(F)cc2)C1 | 0.2
C[C@H](CO)N1C[C@H](C)[C@@H](CN(C)C(=O)CN2CCOCC2)Oc2ncc(C#C[C@@H](C)O)cc2C1=O | -0.2
C[C@H]1CN([C@@H](C)CO)C(=O)c2cc(NC(=O)Cc3ccccc3)ccc2O[C@H]1CN(C)S(=O)(=O)c1cn(C)cn1 | -0.7
O=C(Nc1ccccc1F)N1[C@@H](CO)[C@@H]2c3ccccc3NC[C@@H]21 | 0.4
Cc1ccc(S(=O)(=O)NC[C@H]2CC[C@@H]3[C@@H](CN3Cc3ccccc3C(=O)O)O2)cc1 | 0.2
CCCC(=O)Nc1ccc2c(c1)OC[C@H](C)N(CCC(F)(F)F)C[C@H](C)[C@@H](OC)CN(C)C2=O | -13
O=C([C@H]1N[C@H]2c3ccc(-c4ccccc4F)c(=O)n3C[C@H]2[C@@H]1CO)N1CCCCC1 | 0.4
CCCC#Cc1cnc2c(c1)C(=O)N([C@H](C)CO)C[C@H](C)[C@@H](CN(C)C(=O)c1ccc(F)cc1)O2 | 1.3
COCC#Cc1cnc2c(c1)C(=O)N([C@@H](C)CO)C[C@H](C)[C@H](CN(C)C(=O)Nc1ccc(OC)cc1)O2 | -1.8
C[C@H](O)C#Cc1ccc2c(c1)O[C@H](CN(C)Cc1ccccc1)[C@H](C)CN([C@H](C)CO)S2(=O)=O | 1.1
COc1ccc(NC(=O)Nc2cccc3c2O[C@H](CN(C)Cc2ccc(C(=O)O)cc2)[C@@H](C)CN([C@H](C)CO)C3=O)cc1 | -0.7
Continuation:
SMILES | TcdB inh
C[C@@H]1CN([C@H](C)CO)C(=O)c2cccc(NC(=O)c3ccncc3)c2O[C@H]1CN(C)C(=O)Nc1ccc2c(c1)OCO2 | 0.6
C[C@@H]1CN([C@H](C)CO)C(=O)c2cc(NC(=O)Nc3ccc(C(F)(F)F)cc3)ccc2O[C@@H](C)CCCCO[C@@H]1CN(C)C(=O)Nc1cccc2ccccc12 | 0.4
C[C@H](CO)N1C[C@H](C)[C@@H](CN(C)Cc2ccc(Cl)c(Cl)c2)Oc2ccc(NC(=O)C3CCCCC3)cc2CC1=O | -1.2
CC(C)NC(=O)N[C@H]1CC[C@@H](CCn2cc(-c3ccccc3)nn2)O[C@H]1CO | -3.0
N#C[C@@H]1[C@H](c2ccccc2C2=CCCC2)[C@H](CO)N1C(=O)C1CC1 | 0.4
CCC(=O)N1CCCCN2[C@H](C1)[C@@H](c1ccc(C#Cc3cccnc3)cc1)[C@@H]2CO | 0.0
Cc1noc(C)c1NC(=O)N(C)C[C@@H]1OCCCC[C@@H](C)Oc2ccc(NC(=O)c3ccccc3)cc2C(=O)N([C@H](C)CO)C[C@@H]1C | 0.0
O=C(C[C@H]1C[C@H]2c3cc(NC(=O)CC4CC4)ccc3O[C@H]2[C@H](CO)O1)NCCc1ccccc1 | -0.9
C[C@H](CO)N1C[C@H](C)[C@@H](CN(C)CC2CCCC2)Oc2ncc(Br)cc2C1=O | 0.0
O=C(Nc1ccccc1)N1CC(=O)N2[C@H](CO)[C@H](c3ccc(C#CC4CCCC4)cc3)[C@H]2C1 | -1.7
C[C@@H]1CCCCO[C@@H](CN(C)C(=O)NC2CCCCC2)[C@@H](C)CN([C@@H](C)CO)C(=O)c2cc(NC(=O)CCCN(C)C)ccc2O1 | 0.5
O=C(Cc1ccncc1)NCC[C@H]1CC[C@H](NC(=O)Nc2cccc(F)c2)[C@@H](CO)O1 | -1.2
CCC(=O)Nc1ccc2c(c1)C(=O)N(C)C[C@H](OC)[C@H](C)CN(C(=O)C1CCC1)[C@H](C)CO2 | -0.5
COc1ccc(NC(=O)N(C)C[C@H]2OCc3ccccc3-c3c(n(C)c4ccccc34)C(=O)N([C@H](C)CO)C[C@@H]2C)cc1 | -2.2
COc1ccc(-c2ccc([C@H]3[C@@H](CO)N4CCCCN(C(=O)c5ccc(F)cc5)C[C@H]34)cc2)cc1 | 0.7
COCCNC(=O)C[C@@H]1C[C@H]2c3cc(NC(=O)NC4CCCCC4)ccc3O[C@H]2[C@H](CO)O1 | -0.6
COCC(=O)N(C)C[C@@H]1[C@H](c2ccc(-c3cccnc3)cc2)[C@@H](CO)N1C(C)=O | 0.5
C/C=C/c1ccc([C@H]2[C@@H](CO)N3C(=O)CN(C(=O)Nc4cccc(OC)c4)C[C@@H]23)cc1 | 0.5
O=C(C[C@@H]1CC[C@@H](NC(=O)CCN2CCCCC2)[C@@H](CO)O1)NCc1ccc(Cl)c(Cl)c1 | -0.2
O=C1O[C@@H](c2ccccc2)[C@@H](c2ccccc2)N2[C@@H](c3ccc(O)cc3)[C@]3(C(=O)Nc4ccccc43)[C@@H](C(=O)N3CCCCCCC3)[C@H]12 | 1.0
C[C@@H]1CCCCO[C@@H](CN(C)Cc2ccccc2)[C@@H](C)CN([C@@H](C)CO)C(=O)c2cc(NC(=O)c3ccncc3)ccc2O1 | 0.4
CNC(=O)C[C@H]1CC[C@@H]2[C@H](COC[C@H](O)CN2Cc2ccncc2)O1 | 1.1
COCC(=O)N(C)C[C@@H]1Oc2cc(-c3cncnc3)ccc2S(=O)(=O)N([C@H](C)CO)C[C@@H]1C | 0.0
CN1C(=O)c2cc(NC(=O)C3CCCC3)ccc2OC[C@@H]2O[C@H](CC(=O)NCc3ccccc3F)CC[C@@H]21 | 0.9
COc1ccc(NC(=O)N(C)C[C@@H]2Oc3ccc(NC(=O)CCN4CCOCC4)cc3C(=O)N([C@H](C)CO)C[C@H]2C)cc1 | -0.5
(next part)
SMILES | TcdB inh
C[C@@H]1CN([C@H](C)CO)C(=O)c2cc(-c3ccccc3)cnc2O[C@H]1CN(C)Cc1ccccn1 | 0.2
CN(C)c1ccc2c(c1)[C@H]1C[C@H](CC(=O)NCCN3CCCCC3)O[C@H](CO)[C@H]1O2 | -20
C[C@H](CO)N1C[C@H](C)[C@H](CN(C)CC2CCCCC2)Oc2ccc(NC(=O)Nc3ccc(F)cc3)cc2CC1=O | 0.9
COc1ccc2c3c(n(C)c2c1)[C@H](CO)N(C(=O)NC(C)C)CC31CCN(CC2CC2)CC1 | 0.5
C[C@@H]1CN([C@H](C)CO)C(=O)c2cc(NC(=O)C3CC3)ccc2O[C@@H]1CN(C)C(=O)Nc1ccc2c(c1)OCO2 | 0.1
C[C@H](CO)N1C[C@H](C)[C@@H](CN(C)CC2CC2)Oc2c(NC(=O)Nc3ccc4c(c3)OCO4)cccc2C1=O | 0.0
Cc1ccc(S(=O)(=O)Nc2ccc3c(c2)C(=O)N([C@H](C)CO)C[C@H](C)[C@@H](CN(C)C(=O)Nc2ccc(C(F)(F)F)cc2)OCCCC[C@@H](C)O3)cc1 | -0.2
CCCC(=O)N1CC2(C1)CN(Cc1cccnc1)[C@@H](CO)c1[nH]c3cc(OC)ccc3c12 | -1.0
COCC(=O)Nc1ccc2c(c1)OC[C@@H](C)N(Cc1cccnc1)C[C@H](C)[C@H](OC)CN(C)C2=O | 0.4
CN1CCN(C(=O)[C@@H]2[C@@H](CO)[C@@H]3Cn4c(ccc(/C=C/c5ccccc5)c4=O)[C@@H]3N2CC2CC2)CC1 | 0.1
CCS(=O)(=O)N1C[C@@H](C)[C@H](OC)CN(C)C(=O)c2ccc(NC(=O)Nc3ccccc3Cl)cc2OC[C@H]1C | 1.0
O=C(C[C@H]1CC[C@H]2[C@@H](COC[C@H](O)CN2C(=O)c2ccncc2)O1)NC1CCC1 | 0.3
Cc1ccc(S(=O)(=O)N[C@@H]2CC[C@@H](CC(=O)O)O[C@H]2CO)cc1 | -0.9
COc1ccc(NC(=O)N(C)C[C@H]2OCCCC[C@H](C)Oc3ccc(NC(=O)Nc4ccc(F)cc4)cc3C(=O)N([C@H](C)CO)C[C@@H]2C)cc1 | -0.3
C[C@H](CO)N1C[C@H](C)[C@H](CN(C)S(=O)(=O)c2cn(C)cn2)Oc2ccc(NC(=O)Cn3cnnn3)cc2C1=O | 1.2
CC(=O)N[C@@H]1CC[C@H](CC(=O)NCC2CCCCC2)O[C@H]1CO | -0.4
COc1ccc(S(=O)(=O)N2C[C@H](O)COC[C@H]3O[C@@H](CC(=O)NCCN4CCCCC4)CC[C@@H]32)cc1 | -0.1
C[C@H]1CN([C@@H](C)CO)C(=O)Cc2cc(NS(C)(=O)=O)ccc2O[C@@H]1CN(C)Cc1ccc(C(F)(F)F)cc1 | -0.2
C/C=C/c1ccc([C@@H]2[C@@H](CO)N3CCCCN(C(=O)Cc4cccnc4)C[C@@H]23)cc1 | -0.9
C[C@@H](NC(=O)[C@@H]1[C@@H](CO)[C@@H]2Cn3c(cccc3=O)[C@@H]2N1CC1CCCCC1)c1ccccc1 | 0.8
CCCc1cn(CC[C@H]2CC[C@@H](NC(=O)C3CC3)[C@H](CO)O2)nn1 | 0.0
C[C@@H]1CN([C@@H](C)CO)C(=O)c2cccc(NC(=O)Nc3ccc4c(c3)OCO4)c2O[C@H]1CN(C)S(C)(=O)=O | -0.5
N#C[C@@H]1[C@@H](c2ccccc2)[C@H](CO)N1C(=O)c1cc(Cl)cc(Cl)c1 | 0.2
C[C@H]1CN([C@@H](C)CO)C(=O)Cc2cc(NC(=O)Nc3ccc4c(c3)OCO4)ccc2O[C@H]1CN(C)CC1CCCCC1 | 0.9
O=C(O)C[C@@H]1C=C[C@H](NC(=O)Nc2ccccc2)[C@@H](CO)O1 | -0.3

Shown with tabs: 5 of the compounds above.
Structure	TcdB inh
Cc1ccc(S(=O)(=O)Nc2ccc3c(c2)C(=O)N([C@H](C)CO)C[C@H](C)[C@@H](CN(C)C(=O)Nc2ccc(C(F)(F)F)cc2)OCCCC[C@@H](C)O3)cc1	-0.2
C[C@@H]1CN([C@H](C)CO)C(=O)c2cc(NC(=O)C3CC3)ccc2O[C@@H]1CN(C)C(=O)Nc1ccc2c(c1)OCO2	0.1
C/C=C/c1ccc([C@@H]2[C@@H](CO)N3CCCCN(C(=O)Cc4cccnc4)C[C@@H]23)cc1	-0.9
COc1ccc(NC(=O)N(C)C[C@H]2OCCCC[C@H](C)Oc3ccc(NC(=O)Nc4ccc(F)cc4)cc3C(=O)N([C@H](C)CO)C[C@@H]2C)cc1	-0.3
C[C@@H](NC(=O)[C@@H]1[C@@H](CO)[C@@H]2Cn3c(cccc3=O)[C@@H]2N1CC1CCCCC1)c1ccccc1	0.8

Compounds listed so far containing a Cl atom, in the order listed:
SMILES | TcdB inh
C[C@H](CO)N1C[C@H](C)[C@@H](CN(C)Cc2ccc(Cl)c(Cl)c2)Oc2ccc(NC(=O)C3CCCCC3)cc2CC1=O | -1.2
O=C(C[C@@H]1CC[C@@H](NC(=O)CCN2CCCCC2)[C@@H](CO)O1)NCc1ccc(Cl)c(Cl)c1 | -0.2
CCS(=O)(=O)N1C[C@@H](C)[C@H](OC)CN(C)C(=O)c2ccc(NC(=O)Nc3ccccc3Cl)cc2OC[C@H]1C | 1.0
N#C[C@@H]1[C@@H](c2ccccc2)[C@H](CO)N1C(=O)c1cc(Cl)cc(Cl)c1 | 0.2

The list goes on:
SMILES | TcdB inh
C[C@H](CO)N1C[C@H](C)[C@H](CN(C)S(=O)(=O)c2cccs2)Oc2c(NC(=O)c3nc4ccccc4s3)cccc2C1=O | -0.4
Cc1noc(C)c1S(=O)(=O)Nc1ccc2c(c1)C(=O)N([C@H](C)CO)C[C@H](C)[C@H](CN(C)C(=O)Nc1ccc(C(F)(F)F)cc1)OCCCC[C@@H](C)O2 | -1.7
COc1cccc(S(=O)(=O)N(C)C[C@@H]2Oc3cc(C#CCN(C)C)ccc3S(=O)(=O)N([C@@H](C)CO)C[C@H]2C)c1 | -0.4
C[C@@H]1CN([C@@H](C)CO)S(=O)(=O)c2ccc(-c3ccccc3)cc2O[C@H]1CN(C)C(=O)CC1CC1 | 0.3
C[C@@H]1CN([C@@H](C)CO)C(=O)c2cccc(NS(=O)(=O)c3cccs3)c2O[C@H]1CN(C)S(=O)(=O)c1cn(C)cn1 | 0.3
CNC(=O)C[C@@H]1CC[C@@H]2[C@@H](COc3ccc(NC(=O)c4ccc(F)cc4)cc3C(=O)N2C)O1 | 0.2
O=C(c1ccccc1F)N1CC(=O)N2[C@H](C1)[C@H](c1ccc(-c3cccnc3)cc1)[C@@H]2CO | -0.5
COc1cccc(S(=O)(=O)N[C@H]2CC[C@H](CC(=O)NCc3ccncc3)O[C@@H]2CO)c1 | 0.1

Assay outcomes as filed in PubChem BioAssay.
